# ROC1-CUL1 inh: inhibitors of human ROC1-CUL1 ubiquitin ligase activity. inhibition, % at 10 µM. E3 ubiquitin-protein ligase RBX1 (Homo sapiens) + Cullin-1 (Homo sapiens), P62877+Q13616. in vitro K48 di-Ub FRET, acceptor:donor ratio, 45 min. 140,000 compounds, 0.6% hits; in the data active = inhibition above about 25%
# Target sequence (P62877 whole entry, looked up): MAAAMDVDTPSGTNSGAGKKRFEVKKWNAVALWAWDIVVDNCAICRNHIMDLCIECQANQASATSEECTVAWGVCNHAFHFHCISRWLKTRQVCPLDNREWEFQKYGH
# Target sequence (Q13616 whole entry, looked up): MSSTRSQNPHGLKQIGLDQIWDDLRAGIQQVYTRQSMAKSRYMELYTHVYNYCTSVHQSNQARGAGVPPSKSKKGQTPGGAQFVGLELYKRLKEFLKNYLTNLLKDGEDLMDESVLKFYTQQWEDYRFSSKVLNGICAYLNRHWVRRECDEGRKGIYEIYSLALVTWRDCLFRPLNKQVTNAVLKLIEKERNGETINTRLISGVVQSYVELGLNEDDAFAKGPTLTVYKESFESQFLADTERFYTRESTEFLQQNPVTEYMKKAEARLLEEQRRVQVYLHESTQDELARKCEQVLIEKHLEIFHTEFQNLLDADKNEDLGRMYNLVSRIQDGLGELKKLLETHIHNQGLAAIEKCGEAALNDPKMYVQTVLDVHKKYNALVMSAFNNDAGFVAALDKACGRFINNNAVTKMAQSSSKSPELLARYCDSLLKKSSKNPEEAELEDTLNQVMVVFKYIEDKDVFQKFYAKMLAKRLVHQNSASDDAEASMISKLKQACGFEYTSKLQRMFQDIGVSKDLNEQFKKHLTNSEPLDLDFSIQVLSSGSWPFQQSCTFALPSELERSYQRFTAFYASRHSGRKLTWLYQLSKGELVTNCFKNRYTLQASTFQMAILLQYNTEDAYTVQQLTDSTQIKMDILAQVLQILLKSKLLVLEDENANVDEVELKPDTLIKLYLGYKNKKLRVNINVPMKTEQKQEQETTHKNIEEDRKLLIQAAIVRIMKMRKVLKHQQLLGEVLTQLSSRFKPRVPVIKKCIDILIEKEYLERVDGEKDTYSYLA
# * hit, by the source's call. These rows are one share of the data. The share of hits here may be higher or lower than overall.
cpd | ROC1-CUL1 inh | molecule
1 | 4 | O=C1C2C3CCC(C3)C2C(=O)N1c1ccc(Oc2ccc3ccccc3c2)cc1 (stereo unspecified)
2 | -4 | Cc1ccc2nc(N3CCN(c4cccc(Cl)c4)CC3)c(-n3nc(C)cc3C)nc2c1
3 | 6 | COc1ccc(CN2CCN(Cc3ccn[nH]3)CC2CCO)c(C)c1C (stereo unspecified)
4 | -1 | O=C(c1cc2c(=O)oc3ccccc3c2s1)N1CCN(c2ccccc2)CC1
5 | -4 | CNc1ccc(C(=O)N2CCCCC2CCn2cccn2)cn1 (stereo unspecified)
6 | -3 | COc1ccc(-n2c(CNc3ccc(C)cc3)n[nH]c2=S)cc1
7 | -1 | Cc1ccc(C)c(NC(=O)c2c(-c3ccccc3)csc2NC(=O)Cc2ccccc2)c1
8 | 3 | COc1cccc(-c2cnc(-c3ccncc3)nc2C2CCN(C(=O)c3ccc4c(c3)OCO4)CC2)c1
9 | -4 | CCCCN(C)CCNC(=O)c1cc(-c2ccc(Cl)s2)nc2ccccc12
10 | -2 | Cc1cccc2cc(-c3nc(-c4cccs4)no3)c(=O)oc12
11 | -2 | CC1CC(=O)NC(=S)N1c1ccc(Oc2ccccc2)cc1 (stereo unspecified)
12 | -8 | C=CCc1c(O)cccc1NC(C)=O
13 | -9 | Clc1ccccc1OCc1nn2c(Cc3ccccc3)nnc2s1
14 | 3 | Cc1nn(-c2ccccc2)c(C)c1-c1ccnc(NC2CCCOC2)n1 (stereo unspecified)
15 | 9 | Cc1ccc(NC(=O)CSc2nc3nccnc3c(=O)n2CCc2c[nH]c3ccccc23)c(C)c1
16 | -3 | CC(=O)c1cc2c(cc1NC(=O)c1cccc(Br)c1)OCO2
17 | 3 | CCOc1ccccc1CNC(=O)C1CCN(C(=O)N2CCOc3ccc(Cl)cc32)CC1
18 | 0 | N#CC1C(=O)N=C(SCC(=O)C23CC4CC(CC(C4)C2)C3)C(C#N)C12CCCCC2 (stereo unspecified)
19 | 3 | CCc1cc2c(NC(Cc3c[nH]c4ccccc34)C(=O)O)nc(C)nc2s1 (stereo unspecified)
20 | 4 | N#Cc1cccnc1-c1cccc(-c2ccn(Cc3noc(C4CC4)n3)n2)c1

# Next records
cpd | ROC1-CUL1 inh | molecule
21 | 0 | O=C(Cn1cc(S(=O)(=O)N2CCN(c3ccccc3F)CC2)c2ccccc2c1=O)Nc1ccc(F)cc1Cl
22 | 8 | c1ccc2c(c1)sc1sccc12
23 | -3 | CCOc1ccc(NC(=O)Cn2cc(C(=O)c3ccccc3)c(=O)c3cc(OC)ccc32)cc1
24 | 5 | CCOC(=O)c1c(C)nsc1NCc1ccccc1
25 | 7 | Oc1c(Br)cc(Br)cc1C=Nc1ccc2c3c(cccc13)CC2
26 | 6 | COC(=O)CSC1NS(=O)(=O)C2CCCCC12 (stereo unspecified)
27 | -7 | O=C1N(Cc2cccc(F)c2F)CCCC1(O)CNC1CCC1 (stereo unspecified)
28 | 0 | CS(=O)(=O)N(Cc1ccccc1Cl)c1ccc(C(=O)N2CCN(c3ccccc3F)CC2)cc1
29 | 1 | O=C(O)Cc1ccccc1Sc1ccccc1Cl
30 | 7 | COC(=O)c1sc2cc([N+](=O)[O-])cc(Sc3ccc(Cl)cc3)c2c1NC(C)=O
31 | 5 | c1ccc2c(-c3csc4nc5ccccc5n34)cccc2c1
32 | 13 | CCC(=O)Nc1cccc(OCCC(C)C)c1
33 | 1 | COc1ccccc1N1CCN(C(=O)C(C)Oc2ccc(Cl)cc2)CC1 (stereo unspecified)
34 | 2 | Cc1ccn2cc(CNc3nncc(-c4ccccc4F)n3)nc2c1
35 | -1 | Cc1ccccc1NC(=O)c1c(N)sc2c1CCC2
36 | 9 | NC(=O)c1ccc(NC(=O)c2ccc3c(c2)OCO3)cc1
37 | -14 | CCN(CC)CCNC(=O)Cn1cnc2sc(C)c(S(=O)(=O)N3CCN(c4ccccc4OC)CC3)c2c1=O
38 | -9 | COc1ccc(C(=O)Oc2ccc(/C=c3/sc4n(c3=O)C(c3ccccc3Cl)C3=C(N=4)c4ccccc4CC3)cc2)cc1 (stereo unspecified)
39 | 2 | CCOc1cc(/C=C(\C#N)C(=O)NCC2CCCO2)ccc1O (stereo unspecified)
40 | -6 | COC(=O)C(=Cc1ccc(OC(C)=O)cc1)C(=O)OC

# Going on with the list:
cpd | ROC1-CUL1 inh | molecule
41 | -3 | Cc1nc2c(sc3nc4ccccc4nc32)c(=O)[nH]1
42 | 2 | C=CCNC(=O)Nc1nc2ccc(OCC)cc2s1
43 | 2 | O=C(O)c1cccc(S(=O)(=O)O)c1
44 | 2 | Cn1c(=O)n(CCCc2ccccc2)c(=O)c2c1nc1n2CCN1c1ccccc1
45 | 7 | Fc1ccccc1Cn1nnc(-c2cccnc2)n1
46 | 4 | Cc1nc(SCC(=O)N=C2C(=O)N(c3ccccc3)N(C)C2C)c2c3c(sc2n1)CCC3 (stereo unspecified)
47 | -5 | CC(=O)c1cc([S+](C)C)c2ccccc2c1O
48 | 6 | CC(=O)c1c(C(C)=O)c(C)n(-c2ccc(N)cc2)c1C
49 | 5 | O=C1N(C2CCCC2)C[C@@H]2C[C@@H](c3cccn3-c3cccnc3)N3CCC[C@@]123
50 | -2 | CCCc1cc(=O)[nH]c(SCC(=O)Nc2c(-c3ccccc3)nc3ccccn23)n1
51 | -5 | CCOc1ccc(S(=O)(=O)NCc2nc3cccnc3n2Cc2ccccc2OC)cc1
52 | 7 | CCOC(=O)c1c(SCc2ccccc2)n[nH]c1N
53 | 3 | O=C1C2C3c4ccccc4C([N+](=O)[O-])(c4ccccc43)C2C(=O)N1c1ccc(Cl)c(Cl)c1 (stereo unspecified)
54 | -1 | O=C(c1ccccc1)c1c(-c2ccc(Cl)cc2)c(Cc2ccccc2)c(-c2ccccc2)n(-c2ccccc2)c1=S
55 | 4 | O=c1oc2ccccc2n1Cc1cccc(C(F)(F)F)c1
56 | -4 | O=C1CC(N2CCN(c3cccc(Cl)c3)CC2)C(=O)N1c1ccc(Cl)cc1Cl (stereo unspecified)
57 | 3 | CC(C)NC(=O)CCSc1nc(-c2ccc3c(c2)OCO3)cc(C(F)(F)F)n1
58 | 3 | Cc1ccc(N2C(=O)C(CC(=O)Nc3ccc(F)cc3)N(Cc3ccc4c(c3)OCO4)C2=O)cc1 (stereo unspecified)
59 | -2 | COC(=O)C1CCCCN1Cc1nc(NCc2cccs2)c2ccccc2n1 (stereo unspecified)
60 | 0 | Cc1ccc(OP(=O)(N=C2C(=O)N(c3ccccc3)N(C)C2C)Oc2ccc(C)cc2)cc1 (stereo unspecified)

# Later entries.
cpd | ROC1-CUL1 inh | molecule
61 | 4 | O=C1CN(C(=O)c2cc([N+](=O)[O-])c(Nc3ccccc3)c([N+](=O)[O-])c2)c2ccccc2N1
62 | -11 | Cc1ccc(NC(=O)CCn2nc(C)c3c(C)n(-c4ccccc4)nc3c2=O)cc1Cl
63 | 0 | O=C(O)CCC(=O)NCc1cccnc1
64 | 12 | Cc1ncc2c(c1-c1noc(-c3scc4c3CCCC4)n1)CCNC2
65 | -5 | Cc1cc(C)cc(N(C)S(=O)(=O)c2nnc(NC(=O)COc3ccc(Cl)cc3)s2)c1
66 | -9 | O=C1C(=O)N(CNc2ccccc2Cl)c2ccccc21
67 | 10 | CCc1noc(C)c1C(=O)N1CCN(c2cccc(C(F)(F)F)c2)CC1
68 | 14 | CCN(CC)C(=O)CCc1nnc(CCc2c[nH]c3ccccc23)o1
69 | 3 | O=C1N(Cc2cccc(Cl)c2)C[C@@H]2C[C@@H](c3ccc(F)cc3F)N3CCC[C@@]123
70 | 6 | O=C(c1cc(-c2ccc(Cl)cc2)nc2ccccc12)N1N=C(C(F)F)CC1(O)C(F)F (stereo unspecified)
71 | 0 | c1ccc(C(CCc2nn[nH]n2)(CCc2nn[nH]n2)c2nn[nH]n2)cc1
72 | 2 | CCc1nn(CC(=O)NCc2ccc(OC)cc2OC)c(=O)c2cc3c(OC)cccc3n12
73 | -1 | O=[N+]([O-])c1c2n(c3ccc(O)c(C(C4=NCCCCC4)[N+](=O)[O-])c13)CCCCC2 (stereo unspecified)
74 | -2 | Cc1cccc(NC(=O)CSc2nc(C)cc(C)c2C(=O)Nc2ccc(Cl)cc2)c1
75 | 2 | COc1ccc(-c2cn3c(n2)sc2cc(C(=O)NCc4cccc(F)c4)ccc23)cc1
76 | 5 | COCCN1CCCC2(CCN(C3CCOCC3)C2)C1 (stereo unspecified)
77 | -2 | O=C(NCCc1ccccc1)C1CCCN(C2CCN(C(=O)c3ccoc3)CC2)C1 (stereo unspecified)
78 | -3 | O=C(CSc1nn2c(SCC(=O)Nc3ccc(Br)cc3)nnc2s1)Nc1ccc(Br)cc1
79 | -2 | Fc1ccccc1CN1CCc2[nH]nc(-c3ccccc3)c2C1
80 | -3 | Cc1ccc(C)c(N2CCN(C(=O)C(C)n3c(C)c4cnn(-c5ccccc5)c(=O)c4c3C)CC2)c1 (stereo unspecified)

# Other structures:
cpd | ROC1-CUL1 inh | molecule
81 | -8 | CCn1ccnc1CN1CCCC(CNC(=O)Cc2ccc(OC)cc2)C1 (stereo unspecified)
82 | 0 | CCOC(=O)N1CCN(c2ccc(OC)cc2)CC1
83 | -2 | Cc1ccsc1/C=C1\SC(=Nc2cccc(C(F)(F)F)c2)NC1=O
84 | -3 | O=C(NCc1cccnc1)c1ccccc1O
85 | 12 | CCc1ccc(NC(=O)C(Cc2ccccc2)NS(=O)(=O)c2ccc3c(c2)CCN3C(C)=O)cc1 (stereo unspecified)
86 | -4 | O=C(c1ccc(Cl)cc1)c1oc2ccc(Cl)cc2c1-c1cnc2c(c1)COc1ccc(Cl)cc1-2
87 | 8 | COc1ccc(Cl)cc1C(=O)NCc1cn(C)nc1C
88 | 1 | Cc1c(-c2ccc(Cl)cc2)nc2ccccc2c1C(=O)N1CCN(c2ccccc2)CC1
89 | 1 | CCOC(=O)c1ccc(NC(=O)[C@@H](C)NC(=O)C(CC)NC(=O)OC(C)(C)C)cc1 (stereo partly specified)
90 | -6 | CC(/C=C/c1ccco1)=N\NC(=O)COc1ccc(C(C)(C)C)cc1
91 | -15 | COC(=O)c1c(-c2ccc(Cl)cc2)csc1NC(=O)c1ccccc1F
92 | -3 | O=c1[nH]c2ccccc2n2c(-c3cc(Cl)ccc3Cl)nnc12
93 | 1 | CCCN1CC=C2C(C#N)C(=N)C(C#N)(C#N)C(c3ccccc3Cl)C2C1 (stereo unspecified)
94 | 1 | OC(CN1CCN(CC(O)Cn2c3ccc(Br)cc3c3cc(Br)cc(Br)c32)CC1)Cn1c2ccccc2c2ccccc21 (stereo unspecified)
95 | 4 | CC(=O)COc1ccc2c(C)c(CC(C)C)c(=O)oc2c1
96 | -3 | CCOc1ccc(NC(=O)CC2C(=O)N(c3cccc(C(F)(F)F)c3)C(=S)N2CCc2ccccc2F)cc1 (stereo unspecified)
97 | 0 | COC(=O)c1c(NC(=O)CN2C(=O)c3ccccc3C2=O)sc2c1CCCC2
98 | -6 | CN(C(=O)c1nc(-c2cccc(F)c2)n2c1CCCCC2)c1ccccc1F
99 | -2 | COC(=O)c1cc(Cl)cc(Cl)c1
100 | 0 | COc1ccc(-n2cc(CN3CCNC(=O)CC3)c(-c3cccc(F)c3)n2)cc1

# Additional structures
cpd | ROC1-CUL1 inh | molecule
101 | 3 | Cc1cc(Cl)ccc1NC(=O)CCCOc1ccccc1
102 | 19 | Cc1ccc(Nc2ncc(C(=O)Nc3ccc(F)cc3F)c3ccccc23)cc1Cl
103 | 9 | CCOC(=O)N1CCN(Cc2nc(N3CCCCCC3)c3ccccc3n2)CC1
104 | -13 | Cc1cccc(C(=O)N2CCC(CCC(=O)NC3CC3)CC2)n1
105 | -1 | CN1C(=O)NC(=Nc2ccc(F)cc2)C([N+](=O)[O-])C1=O (stereo unspecified)
106 | -1 | COc1ccc(NC(=O)CCc2nnc3n(CC(C)C)c(=O)c4ccccc4n23)cc1OC
107 | 11 | CCc1ccc(NC(=O)CN(c2ccc(OC)cc2)S(=O)(=O)C2C(=O)NC(=O)N=C2C)cc1 (stereo unspecified)
108 | -2 | CCc1ccccc1Nc1nn2c(=O)c3ccc(C(=O)Nc4cc(C)cc(C)c4)cc3nc2s1
109 | -4 | CSCCSC1=C(SCCSC)SC(=C2SC(SCCSC)=C(SCCSC)S2)S1
110 | 3 | O=S(=O)(c1ccc(Cl)cc1)c1nnn2c1nc(NC1CCCC1)c1sccc12
111 | 4 | Cc1cccc(N=C2c3ccccc3N(C)C(=O)C2[N+](=O)[O-])c1 (stereo unspecified)
112 | 2 | O=C(C1CCN(c2ccccc2)C1=O)N1CCN(c2nc3ccccc3s2)CC1 (stereo unspecified)
113 | -9 | Cc1cccc(Cn2c(=O)n(CCC(=O)NCCc3ccc(Cl)cc3)c(=O)c3sccc32)c1
114 | -7 | COc1cc(OC)c(NC(=O)c2c3c(nn2C)-c2ccccc2SC3)cc1Cl
115 | -2 | Cc1ccc(-c2nnc3sc(-c4snnc4C)nn23)cc1
116 | 12 | CCC(CC)n1ncc2[nH]c(-c3nn(C)cc3Cl)nc21
117 | -16 | COC(=O)c1ccc(CNC(=O)c2nc(Cn3nc(C)c(Br)c3C)no2)cc1
118 | 8 | Oc1ccccc1-c1nnc(SCC2(c3ccccc3)OCCO2)o1
119 | 0 | O=C1C(=Nc2ccc3c(c2)OCO3)C(Cl)C(=O)N1c1ccccc1 (stereo unspecified)
120 | 4 | S=c1[nH]nc(NCc2ccccc2)s1

# (continued)
cpd | ROC1-CUL1 inh | molecule
121 | -2 | CCOc1ccc(NC(=O)CSc2nc(-c3ccccc3)c3cc(OCC)ccc3n2)cc1
122 | 3 | FC(F)(F)C1(C(F)(F)F)N=C(c2cccnc2)OC(N2CCCCC2)=N1
123 | 4 | CCOC(=O)c1cc2c(=O)n3ccccc3nc2n(CC(C)C)c1=NC(=O)c1c(-c2c(F)cccc2Cl)noc1C
124 | 3 | Cc1noc(C)c1C(=O)N1CCN(c2cccc(C(F)(F)F)c2)CC1
